Screening data: PubChem, National Center for Advancing Translational Sciences (NCATS)
EPAC2 antag: blocks human EPAC2 exchange factor. AID 720708. Potency, µM (doses to about 114 µM), for the others: at the top dose activity, negative = inhibition, usual class: inhibitors. 360,000 compounds, 0.18% hits. EPAC2 GEF exchange of Rap1B-BODIPY-GDP, fluorescence; also: potency is read from the fitted curve at half-maximal effect; % is scaled to controls: 0 for no effect and ±100 for the full control effect; nearly all actives have a fitted effect of over 45% in size; many of its hits are not listed in these tables
Target sequence (Q8WZA2 whole entry, looked up): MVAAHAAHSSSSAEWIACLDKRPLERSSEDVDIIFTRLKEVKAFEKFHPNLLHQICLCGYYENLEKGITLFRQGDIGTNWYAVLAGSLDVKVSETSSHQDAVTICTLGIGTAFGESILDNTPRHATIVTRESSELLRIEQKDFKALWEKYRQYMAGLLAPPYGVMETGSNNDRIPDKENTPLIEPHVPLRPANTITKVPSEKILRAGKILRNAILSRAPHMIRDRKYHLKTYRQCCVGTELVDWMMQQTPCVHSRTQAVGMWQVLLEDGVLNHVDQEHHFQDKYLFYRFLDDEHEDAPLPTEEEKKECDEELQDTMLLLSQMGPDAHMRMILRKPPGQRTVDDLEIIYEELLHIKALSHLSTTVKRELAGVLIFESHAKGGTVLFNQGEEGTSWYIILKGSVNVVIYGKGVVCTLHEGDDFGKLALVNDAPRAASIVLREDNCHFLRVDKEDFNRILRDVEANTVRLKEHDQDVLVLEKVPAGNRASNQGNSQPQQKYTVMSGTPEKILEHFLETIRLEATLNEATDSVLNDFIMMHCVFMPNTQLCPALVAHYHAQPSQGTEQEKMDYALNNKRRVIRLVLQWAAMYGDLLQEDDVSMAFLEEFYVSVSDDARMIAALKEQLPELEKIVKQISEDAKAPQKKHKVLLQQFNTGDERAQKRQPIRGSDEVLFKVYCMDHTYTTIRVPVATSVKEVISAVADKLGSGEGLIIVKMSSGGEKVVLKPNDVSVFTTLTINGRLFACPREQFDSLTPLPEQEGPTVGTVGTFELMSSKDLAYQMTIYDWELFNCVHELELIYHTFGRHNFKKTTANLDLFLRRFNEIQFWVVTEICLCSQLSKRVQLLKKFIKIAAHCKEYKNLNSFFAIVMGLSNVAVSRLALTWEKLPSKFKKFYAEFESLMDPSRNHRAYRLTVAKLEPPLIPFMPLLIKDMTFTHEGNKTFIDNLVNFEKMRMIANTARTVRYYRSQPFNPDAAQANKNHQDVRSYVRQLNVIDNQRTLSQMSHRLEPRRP
PTHR1 agonist: agonists of human PTHR1 parathyroid hormone receptor. Q03431. HEK293 GP2 PTHR1 cells, GloSensor cAMP luminescence, 1 h. Potency, µM (top dose mostly 115 µM), for the others: at the highest dose activation, hits mostly activators. 410,000 compounds, 0.075% hits. AID 743266; also: potency is read from the fitted curve at half-maximal effect; nearly all actives have a fitted effect of over 55% in size; some results filed as inactive show a strong effect at the top dose; inactives centre near -15; many of its hits are not listed in these tables
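HEK-293-derived GP2 cells expressing PTHR1 and a GloSensor cAMP reporter, 3,000/well, plated overnight, given luciferin plus IBMX (each 0.5 mM as added) for 1 h at 37 °C, then compound for 1 h at 37 °C. Luminescence was read after 15 min at room temperature.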
EPAC2 agonist: agonists of human EPAC2 (RAPGEF4). EPAC2 activation, biochemical qHTS; response scale: 100% = 6.5 mM cAMP response. AID 720711. Potency, µM (titrated, usually from 154 µM), for the others: at the highest dose activation, usual class: activators. 360,000 compounds, 0.079% hits; also: potency is read from the fitted curve at half-maximal effect; nearly all actives have a fitted effect of over 50% in size
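EPAC2 (100 nM) mixed with Rap1B loaded with BODIPY-GDP (250 nM) plus 50 uM unlabeled GDP; compounds pinned in, 5 min RT, then read every 5 min for 30 min (ex 480, em 540 nm). Normalized to cAMP control.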
DRD3 antagonist: blocks the human D3 dopamine receptor | P35462 | max response, negative = inhibition, % | 360,000 compounds, 2.5% hits | D3R cells, DiscoveRx beta-arrestin luminescence, antagonist mode; stronger effect = lower value; in the data active = max response below about -50%; inconclusive = no clear call, values can overlap the other calls; also: % is scaled to controls: 0 for no effect and ±100 for the full control effect; mostly tested at two doses, the higher about 12 µM
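Cells plated overnight at 1500 cells/well, then exposed to library compounds with dopamine controls for 90 minutes at 37 degrees C. DiscoveRx reagent added for 30–60 minutes at room temperature; luminescence read, quantitative HTS format.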
D3 ag: activates the human D3 dopamine receptor | 410,000 compounds, 0.58% hits | max activation, % | P35462 | D3R DiscoveRx beta-arrestin cells, luminescence, 90 min | AID 652048; in the data active = max activation above about 30%; also: 0% is about no effect; mostly tested at two doses, the higher about 12 µM
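Agonist-mode cell screen: cells plated at 1500/well and incubated overnight at 37 °C, then exposed to library compounds for 90 min at 37 °C. Detection reagent was added for 30–60 min at room temperature, and luminescence was read.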
MmCpn inh: inhibitors of Methanococcus maripaludis chaperonin (MmCpn); purified Mm-Cpn ATPase, ADP Transcreener TR-FRET; Potency, µM (series often up to 76.9 µM), without a hit: at the highest dose activity, negative = inhibition, most hits filed as inhibitors; 330,000 compounds, 0.031% hits; AID 504842; also: potency is read from the fitted curve at half-maximal effect; % is scaled to controls: 0 for no effect and ±100 for the full control effect; nearly all actives have a fitted effect of over 80% in size
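Quantitative HTS used 25 nM Mm-CPN and 10 uM ATP in magnesium/KCl Tris buffer, pH 7.4, with 1 mM DTT. Hydrolysis ran 30 min at 37°C; ADP was read by HTRF.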
Akt phos inh: inhibitors of Akt phosphorylation. Neuro2A IGF-stimulated pAkt S473 HTRF, 20 min; stronger effect = lower value. activity change, % for hits at 50 µM. 360,000 compounds, 0.32% hits. AID 651550; in the data active = activity change below about -80%; inconclusive = mostly about -51% to -80%; also: % is scaled to controls: 0 for no effect and ±100 for the full control effect
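Neuro2A cells (4,500/well, DMEM with 0.5% FBS) were treated with compound at a single 50 µM final concentration, stimulated with 6 nM IGF for 20 min at 37 °C, and lysed. Phospho-Akt Ser473 was read by HTRF as 665/615 ratio ×10^4.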
CCT chaperon mod: modulators of cytosolic chaperonin (CCT/TRiC) activity; purified chaperonin ATPase assay, HTRF ADP detection, 30 min; activity change, % (no concentration beside the values), hits read low; 360,000 compounds, 0.3% hits; in the data active = activity change below about -30%; also: % is scaled to controls: 0 for no effect and ±100 for the full control effect
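TRiC at 40 or 20 nM final (batch-dependent) in 30 mM Tris pH 7.4, 100 mM KCl, 5 mM MgCl2, 1 mM DTT, with compound at single 76 uM and 10 uM ATP, 30 min at 37 deg C. ADP detected by HTRF Transcreener, 665/615 ratio.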
Active calls of the source: *; i = inactive; u = inconclusive; x = not tested or not shown; & = joins results of further samples; [ ] = remark or other dose. Unless noted, calls follow the shape of the dose curve; as a rule, active = well fitted curve in the direction sought with a large enough effect; inconclusive = small, poorly fitted or top-dose-only effect, or another doubt; inactive = no such curve, though single readings can be large; an effect the other way counts as inactive or inconclusive. Not all compounds are listed; count on the stated rates, not on these rows.

The first five records, to show the layout:
Short forms: A = EPAC2 antag; B = PTHR1 agonist; C = EPAC2 agonist; D = DRD3 antagonist; E = D3 ag; F = MmCpn inh; G = Akt phos inh; H = CCT chaperon mod
Cc1ccccc1NC(=O)COC(=O)c1ccc(S(=O)(=O)N2CCCC2)cc1
  A: -7.0%; B: -1.2%; C: 4.3%; D: 0.8; E: 3.9; F: -1.5%; G: i; H: -2.4

NC(=O)C1(NC(=O)[C@@H]2CC3(CC(c4cccc(NC(=O)[C@@H]5CCC(=O)N5)c4)=NO3)CN2C(=O)Cc2ccc(C(F)(F)F)cc2)CC1 (stereo partly drawn)
  A: -4.6%; B: i; C: 7.2%; D: -4.6; E: 0.4; F: -5.4%; G: i; H: -1.1

CCc1ccccc1NC(=O)CN1CCN(C(=O)CN2C(=O)NC3(CCCCC3C)C2=O)CC1 (stereo not drawn)
  A: 1.3%; B: -16.2%; C: -0.4%; D: 4.4; E: -16.9; F: -5.3%; G: i; H: -2.5

COCCOC(=O)C1=C(N)Oc2c(oc(CO)cc2=O)C1c1c(F)cccc1Cl (stereo not drawn)
  A: -3.0%; B: i; C: 7.9%; D: 2.9; E: 4.5; F: -0.4%; G: i; H: 0.4

CCOc1cc(N2CCOCC2)c(OCC)cc1NC(=O)CN1C(=O)NC2(CCCCC2)C1=O
  A: -3.7%; B: -20.0%; C: 2.9%; D: -7.5; E: -8.1; F: 0.8%; G: i; H: -0.5

The list itself (from the top)
Short forms: A = EPAC2 antag; B = PTHR1 agonist; C = EPAC2 agonist; D = DRD3 antagonist; E = D3 ag; F = MmCpn inh; G = Akt phos inh; H = CCT chaperon mod
Cc1ccccc1NC(=O)COC(=O)c1ccc(S(=O)(=O)N2CCCC2)cc1
  A: -7.0%; B: -1.2%; C: 4.3%; D: 0.8; E: 3.9; F: -1.5%; G: i; H: -2.4

NC(=O)C1(NC(=O)[C@@H]2CC3(CC(c4cccc(NC(=O)[C@@H]5CCC(=O)N5)c4)=NO3)CN2C(=O)Cc2ccc(C(F)(F)F)cc2)CC1 (stereo partly drawn)
  A: -4.6%; B: i; C: 7.2%; D: -4.6; E: 0.4; F: -5.4%; G: i; H: -1.1

CCc1ccccc1NC(=O)CN1CCN(C(=O)CN2C(=O)NC3(CCCCC3C)C2=O)CC1 (stereo not drawn)
  A: 1.3%; B: -16.2%; C: -0.4%; D: 4.4; E: -16.9; F: -5.3%; G: i; H: -2.5

COCCOC(=O)C1=C(N)Oc2c(oc(CO)cc2=O)C1c1c(F)cccc1Cl (stereo not drawn)
  A: -3.0%; B: i; C: 7.9%; D: 2.9; E: 4.5; F: -0.4%; G: i; H: 0.4

CCOc1cc(N2CCOCC2)c(OCC)cc1NC(=O)CN1C(=O)NC2(CCCCC2)C1=O
  A: -3.7%; B: -20.0%; C: 2.9%; D: -7.5; E: -8.1; F: 0.8%; G: i; H: -0.5

Cc1c(CCC(=O)NCCC(=O)O)c(=O)oc2c(C)c3oc4c(c3cc12)CCCC4
  A: u; B: -28.8%; C: 5.1%; D: -6.0; E: 0.0; F: -1.6%; G: i; H: 1.7

Cc1c(Cl)cccc1NC(=O)CNC(=O)CCCc1nc2ccccc2c(=O)[nH]1
  A: -16.4%; B: -59.9%[inhibitor]; C: 7.9%; D: -3.0; E: -1.8; F: 1.2%; G: i; H: 3.7

CCOC(=O)C1CCCN(C2CCN(Cc3nc(-c4ccccc4)no3)CC2)C1 (stereo not drawn)
  A: -9.6%; B: -10.0%; C: 3.6%; D: -2.2; E: -11.2; F: 2.6%; G: i; H: 0.4

CC(=O)c1c(C)nc2sc3c(=N)n(N)cnc3c2c1-c1ccc(Cl)cc1
  A: 17.3%; B: i; C: -2.8%; D: -4.5; E: -7.1; F: u; G: i; H: -0.7

COc1ccc(CC(=O)O/N=C(\N)c2ccc(Br)cc2)cc1OC
  A: -21.0%; B: -27.1%; C: 1.1%; D: 38.7; E: 0.5; F: -1.8%; G: i; H: 0.7

COc1ccc(-c2noc(CSc3nnc(-c4ccccc4)n3C)n2)cc1
  A: -6.8%; B: -3.9%; C: 4.3%; D: 7.4; E: 3.6&0.2; F: 0.4%; G: x; H: -1.6

O=C(Nc1nnc(/C=C/c2ccccc2)s1)c1ccco1
  A: 0.9%; B: -2.8%; C: 11.3%; D: -12.3; E: -5.9; F: 0.1%; G: i; H: -2.7

Cc1ccc(-c2noc(CCC(=O)N(C)c3ccccc3C)n2)cc1
  A: -15.8%; B: -24.6%; C: 6.4%; D: 5.4; E: 3.6; F: -1.3%; G: i; H: -4.0

NCc1ccccc1CS(=O)(=O)N1CCOCC1
  A: -16.2%; B: -36.9%[inhibitor]; C: -1.0%; D: -0.6; E: -1.9; F: -0.9%; G: i; H: 1.3

CCOC(=O)c1cc(S(=O)(=O)NCC2CCN(Cc3cccc(C)c3)CC2)cn1C
  A: 3.9%; B: -21.2%; C: 6.2%; D: 2.3; E: -20.9; F: -16.2%; G: i; H: -8.6

CCCCCCCCCCn1c2c(c(=N)c3c1CCC3)CCC2
  A: -11.6%; B: -51.3%; C: 13.2%; D: -27.0; E: -6.0; F: -0.9%; G: i; H: -2.7
